# Source: PubChem BioAssay (several laboratories)
# PKA-R1A act = activators of PKA-R1A holoenzyme, primary screen, biochemical, fluorescence polarization, Cy5-IP20, bovine R1A, mouse PKAc; cAMP-dependent protein kinase type I-alpha regulatory subunit (Bos taurus) + …; PKA-R1A dissociation; scaled: DMSO 0%, 113 µM cGMP 100%; activation, % at 11.4 µM; hit rate 0.083% among 340,000; AID 504707, 2011;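 active means percent activation above the mean of all tested compounds plus 3 SD, cut at about 19% in these data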;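 further: higher means more PKAc released from R1A so a rise in polarization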
# OPRM1-OPRD1 ag = agonists of OPRM1-OPRD1 heterodimerization, primary screen, cell-based, luminescence; Mu-type opioid receptor (Homo sapiens) + Delta-type opioid receptor (Homo sapiens), …; cells; activation, % at 9.3 µM; hit rate 0.3% among 340,000; AID 504326, 2011; in the data active means activation above about 18%;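 further: 0% = vehicle-treated cells and 100% = reference agonist; values of inactives mirror those of a sister screen read the other way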
# Target sequence (P35372 whole entry, looked up): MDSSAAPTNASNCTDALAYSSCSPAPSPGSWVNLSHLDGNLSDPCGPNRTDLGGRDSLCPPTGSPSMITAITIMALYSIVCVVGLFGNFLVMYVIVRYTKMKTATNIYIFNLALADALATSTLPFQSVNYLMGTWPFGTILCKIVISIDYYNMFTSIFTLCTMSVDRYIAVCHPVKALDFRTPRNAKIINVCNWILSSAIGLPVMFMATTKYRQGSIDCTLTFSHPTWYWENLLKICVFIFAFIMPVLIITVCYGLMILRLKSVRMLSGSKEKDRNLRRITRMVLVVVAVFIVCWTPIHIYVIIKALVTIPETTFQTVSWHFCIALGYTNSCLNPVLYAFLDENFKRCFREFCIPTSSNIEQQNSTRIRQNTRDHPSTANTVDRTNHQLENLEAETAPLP
# Target sequence (P41143 whole entry, looked up): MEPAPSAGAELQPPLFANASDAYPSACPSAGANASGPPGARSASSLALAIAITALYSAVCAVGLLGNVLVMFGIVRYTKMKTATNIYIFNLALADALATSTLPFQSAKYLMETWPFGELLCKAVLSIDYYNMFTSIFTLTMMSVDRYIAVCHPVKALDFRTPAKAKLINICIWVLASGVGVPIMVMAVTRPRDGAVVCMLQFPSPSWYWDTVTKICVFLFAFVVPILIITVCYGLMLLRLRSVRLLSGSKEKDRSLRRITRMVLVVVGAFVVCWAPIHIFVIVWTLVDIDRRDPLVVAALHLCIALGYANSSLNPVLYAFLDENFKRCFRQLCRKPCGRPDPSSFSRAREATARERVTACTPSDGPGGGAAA
# Mot1-301 SUMO = yeast Mot1-301 growth rescue at high temperature, primary screen, SUMOylation pathway inhibitor project, S. cerevisiae, ATP luminescence, 38.5C; S. cerevisiae Mot1-301 growth rescue; percent above DMSO median, 100 means doubled; growth rescue, % at 18.8 µM; hit rate 1% among 320,000;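 active means every valid replicate shows activation above 250% relative to neutral control wells; inactive means the rest, any valid replicate at or below 250%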;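 further: OY570 slx delta 5 strain wells were the positive control but not used for scaling; some compounds called inactive have numbers as strong as hits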
# HTR5A inv ctr = HTR5A inverse agonists in luminescence cell assay, primary screen, counter-screen for OPRM1-OPRD1 heterodimer inverse agonist project, full-deck HTS; HTR5A cell line, inverse agonism; inhibition, % at 9.3 µM; hit rate 0.083% among 340,000; AID 504634, 2011; in the data active means inhibition mostly above about 23%, no sharp cut-off; inactive means mostly below about 18%;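 further: 0% = cells with DMSO and 100% = no-cell wells with DMSO; some compounds called inactive have numbers as strong as hits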
# PfHsp90 set2 = growth inhibition of PfHsp90-expressing yeast, primary screen, antimalarial PfHsp90 inhibitor project, S. cerevisiae, BacTiter-Glo luminescence, single point, set 2 | BacTiter-Glo ATP, 48 h; yeast lacking PDR1 and PDR3 efflux regulators | inhibition, % at 9.4 µM | hit rate 0.32% among 310,000 | AID 504621, 2011;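 active means every replicate shows inhibition above about 80%, whatever the replicate mean, limit read from the data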;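 further: 0% = DMSO neutral controls and 100% = 20 µM radicicol positive controls; yeast relying on Plasmodium falciparum Hsp90 in place of its own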
# E coli growth = E. coli V3065 growth inhibition, primary screen, counter-screen for AddAB inhibitor project, absorbance, OD600. 18 h. inhibition, % at 11.9 µM. hit rate 0.27% among 330,000;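 active means inhibition above the campaign's mean inhibition across all tested compounds plus 3 SD, cut at about 9.9% in these data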;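 further: uninfected addAB+ strain grown without phage in ampicillin broth; 0% = DMSO wells and 100% = ciprofloxacin 0.95 µg/ml wells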
# Pemphigus Ab inh = inhibitors of pemphigus antibody binding to DSG3, primary screen, biochemical, bead-based, flow cytometry, scFv-GFP; Desmoglein-3 (Homo sapiens), P32926; DSG3-coupled beads, scFv-anti-DSG3-GFP binding; stronger effect = lower value; binding (percent of control), % at 10 µM; hit rate 0.48% among 310,000;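 active means binding more than 3 SD below its plate's average and above zero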; further: some compounds called inactive have numbers as strong as hits
# phage Ecoli inh = growth loss of phage-infected E. coli, primary screen, RecBCD inhibitor project, absorbance, with phage, HTS. inhibition, % at 11.9 µM. hit rate 0.26% among 360,000; in the data active means inhibition above about 11%
# OPRM1-OPRD1 inv = inverse agonists of MOR-DOR heterodimerization, primary screen, cell-based, luminescence | cell-based MOR-DOR heterodimer luminescence, inverse agonism | Mu-type opioid receptor (Homo sapiens) + Delta-type opioid receptor (Homo sapiens), … | hit rate 0.21% among 340,000 | inhibition, % at 9.3 µM; in the data active means inhibition above about 22%, passing the limit was not always enough;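 further: 0% = cells with DMSO and 100% = wells without cells with DMSO; values of inactives mirror those of a sister screen read the other way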
# AddAB inh = growth inhibition of E. coli expressing H. pylori AddAB, primary screen, AddAB inhibitor project, absorbance; hit rate 0.29% among 330,000; inhibition, % at 11.9 µM; in the data active means inhibition above about 12%;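 further: 0% = vehicle wells of infected cells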
# HTR5A ag ctr = HTR5A agonists in luminescence cell assay, primary screen, counter-screen for OPRM1-OPRD1 heterodimer agonist project, full-deck HTS. 5-hydroxytryptamine receptor 5A (Homo sapiens), P47898. cell-based. activation, % at 9.3 µM. hit rate 0.61% among 340,000; in the data active means activation mostly above about 9.5%, no sharp cut-off; inactive means mostly below about 7.6%;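 further: 0% = cells with vehicle only and 100% = reference agonist; strong numbers were not always called active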
# * marks the source's active call; other numbers are inactive results; . = not tested or not shown. Hits appear at their usual frequency. Share with any hit: about 3.2%.
1. CCN(CC)c1ccc([N+](=O)[O-])cc1C(=O)N1CCOCC1
2. O=C(CC12CC3CC(CC(C3)C1)C2)NCCN1CCOCC1
3. CCOCCCN1C(=O)CN(C2CCCCC2)C(=O)C1c1ccc(OCC)c(OC)c1 (centres undefined)
4. O=C(c1ccccc1F)N1CCN(c2ccc([N+](=O)[O-])c(NCC3CCCO3)c2)CC1 (centres undefined)
5. COc1cccc(CN2CCc3[nH]c(=S)[nH]c(=O)c3C2)c1

screen / no. | 1 | 2 | 3 | 4 | 5
PKA-R1A act | 4 | 1 | 6 | -13 | 5
OPRM1-OPRD1 ag | -4.0 | -0.9 | -2.7 | -3.2 | -1.9
Mot1-301 SUMO | 4 | 6 | 13 | 0 | 30
HTR5A inv ctr | -3 | 4 | -35 | 34 | -11
PfHsp90 set2 | -15 | 5 | -46 | -9 | 1
E coli growth | 2.9 | -0.5 | -0.7 | -3.1 | -1.6
Pemphigus Ab inh | 102 | 102 | 97 | 86 | 96
phage Ecoli inh | 2.6 | 2.1 | 1.9 | 4.1 | 0.9
OPRM1-OPRD1 inv | 19 | 5 | 14 | 16 | 9
AddAB inh | 2.3 | 1.1 | -1.6 | -1.5 | -0.6
HTR5A ag ctr | -8 | 1 | 0 | 5 | 3

6. CCn1c(SCC(=O)O)nc2ccccc21
7. Cc1ccc2[nH]c(=O)c(C(c3nnnn3C(C)(C)C)N3CCN(C(=O)c4ccco4)CC3)cc2c1 (centres undefined)
8. CCN(CC)S(=O)(=O)c1cccc(C(=O)OCC(=O)NC(C)c2ccccc2)c1 (centres undefined)
9. CCC1Oc2ccc(C)cc2N(CC(=O)N2CCOCC2)C1=O (centres undefined)
10. O=C1CCCC2=C1C1(O)C(=O)c3ccccc3C1(O)O2 (centres undefined)

screen / no. | 6 | 7 | 8 | 9 | 10
PKA-R1A act | 17 | 3 | -1 | -12 | -5
OPRM1-OPRD1 ag | -1.2 | -1.3 | -3.6 | -0.7 | -4.4
Mot1-301 SUMO | -15 | 4 | 23 | -5 | -6
HTR5A inv ctr | 12 | -27 | 19 | -2 | 23
PfHsp90 set2 | 6 | -3 | 33 | -13 | 2
E coli growth | 3.4 | 3.2 | -0.9 | 0.4 | -2.7
Pemphigus Ab inh | 113 | 102 | 98 | 109 | 100
phage Ecoli inh | 4.5 | 3.5 | 4.8 | 1.0 | 2.1
OPRM1-OPRD1 inv | 6 | 7 | 17 | 4 | 22
AddAB inh | 2.1 | 1.4 | -0.5 | 1.6 | 2.2
HTR5A ag ctr | -1 | 3 | 0 | 1 | -9

11. Cc1ccc2nc(-c3ccccc3NC(=O)CCC(=O)O)c(=O)[nH]c2c1
12. O=C(O)CCSc1nc2ccccc2n1CCOc1ccccc1
13. CNC[C@H]1Oc2ccc(NC(=O)C3CCCCC3)cc2CC(=O)N([C@H](C)CO)C[C@@H]1C
14. Cc1ccc(NCc2nc(SCC(=O)Nc3ccccc3)n[nH]2)cc1
15. CC(=O)Nc1ccccc1Sc1ccc2c3c(cccc13)C(=O)N(c1ccc(C)cc1)C2=O

screen / no. | 11 | 12 | 13 | 14 | 15
PKA-R1A act | 5 | -4 | -8 | 0 | -8
OPRM1-OPRD1 ag | -1.9 | -3.2 | -1.7 | -1.5 | 0.6
Mot1-301 SUMO | -14 | -10 | -5 | -3 | -1
HTR5A inv ctr | -25 | 1 | -36 | 16 | -14
PfHsp90 set2 | 3 | 0 | -8 | 19 | -19
E coli growth | . | 0.9 | -2.4 | 2.5 | -0.5
Pemphigus Ab inh | 107 | 103 | . | 109 | 174
phage Ecoli inh | -2.5 | -2.2 | 2.6 | 2.2 | 1.6
OPRM1-OPRD1 inv | 10 | 18 | 9 | 8 | -4
AddAB inh | . | -0.3 | -1.9 | -0.1 | 0.9
HTR5A ag ctr | 9 | 0 | -1 | -4 | -1

16. CC(NC(=O)COC(=O)c1cc(NS(=O)(=O)c2ccc(Cl)c([N+](=O)[O-])c2)ccc1O)C1CC2CCC1C2 (centres undefined)
17. Cc1nc(NC(=O)/C=C/c2ccccc2)sc1C(=O)Nc1ccccc1
18. COc1ccccc1CNC(=O)COC(=O)c1cccc(S(=O)(=O)N2CCOCC2)c1
19. CCCCC(=O)NC(=O)NC(c1ccccc1)c1ccccc1
20. Cc1cc(C)cc(NCc2cc(=O)oc3cc(-c4ccccc4)c(O)cc23)c1

screen / no. | 16 | 17 | 18 | 19 | 20
PKA-R1A act | 4 | -11 | -10 | -13 | -5
OPRM1-OPRD1 ag | 1.9 | 12 | -0.8 | 5.5 | 0.5
Mot1-301 SUMO | -14 | -16 | -23 | 1 | 0
HTR5A inv ctr | -22 | 0 | 14 | 4 | 4
PfHsp90 set2 | 4 | -32 | 3 | -11 | -17
E coli growth | -0.4 | -2.4 | -0.5 | -2.5 | 1.3
Pemphigus Ab inh | 98 | . | 102 | 95 | 99
phage Ecoli inh | 0.9 | 2.3 | 0.7 | 1.5 | 0.7
OPRM1-OPRD1 inv | -10 | -63 | 5 | -28 | -2
AddAB inh | 0.2 | 1.6 | -0.7 | 1.6 | 2.4
HTR5A ag ctr | 0 | 0 | -6 | -2 | 0

21. Cc1ccc(NS(=O)(=O)c2ccc(C(=O)N3CCCCCC3)cc2)cc1
22. O=C1CCCc2sccc2N1
23. CCOC(=O)CC(NC(=O)c1cc2cc(Br)ccc2oc1=O)c1cccc([N+](=O)[O-])c1 (centres undefined)
24. NC(=O)c1cc(S(=O)(=O)NCCCc2ccccc2)cs1
25. CN(CC(=O)N1CCN(c2cccc(Cl)c2)CC1)S(=O)(=O)c1cccs1

screen / no. | 21 | 22 | 23 | 24 | 25
PKA-R1A act | -3 | -1 | 3 | 1 | -4
OPRM1-OPRD1 ag | -0.4 | -1.1 | -1.8 | -0.7 | -0.8
Mot1-301 SUMO | 9 | 6 | 27 | 2 | 4
HTR5A inv ctr | -10 | 12 | 6 | 4 | 6
PfHsp90 set2 | . | 12 | 21 | 6 | 4
E coli growth | -0.3 | -2.1 | -1.6 | -1.3 | -0.5
Pemphigus Ab inh | 98 | 100 | 116 | 94 | 95
phage Ecoli inh | 0.5 | 3.3 | 2.6 | -0.1 | 3.1
OPRM1-OPRD1 inv | 1 | 6 | 9 | 3 | 5
AddAB inh | -2.9 | -1.0 | -1.4 | -1.3 | 0.4
HTR5A ag ctr | 7 | 8 | 1 | -1 | -1

26. Cn1c(=O)c(=O)n(C)c2cc(S(=O)(=O)N3CCN(c4ccc(F)cc4)CC3)ccc21
27. CC[n+]1c(C)sc2c3ccsc3ccc21
28. O=C(NCC(=O)N1CCCC(C(F)(F)F)C1)c1ccc(Oc2ccccc2)cc1 (centres undefined)
29. CCOC(=O)C1CCN(C(=O)COc2ccc(S(=O)(=O)NC(C)(C)C)cc2)CC1
30. CCOc1ccc(NC(=O)c2sc(N3CCOCC3)nc2-c2ccccc2)cc1

screen / no. | 26 | 27 | 28 | 29 | 30
PKA-R1A act | -12 | -10 | -3 | -12 | -1
OPRM1-OPRD1 ag | -3.7 | -2.6 | -3.4 | -1.8 | -1.4
Mot1-301 SUMO | 97 | -8 | 1 | -8 | 75
HTR5A inv ctr | -10 | 10 | 7 | 1 | -2
PfHsp90 set2 | 3 | 11 | -8 | 1 | 3
E coli growth | -1.6 | 1.3 | 1.8 | -1.1 | 1.2
Pemphigus Ab inh | 82 | 99 | . | 97 | .
phage Ecoli inh | 1.3 | 3.9 | 0.2 | 1.9 | 1.2
OPRM1-OPRD1 inv | 19 | 13 | 18 | 11 | 7
AddAB inh | 2.4 | -1.1 | 0.8 | -0.6 | 2.4
HTR5A ag ctr | 3 | -4 | -1 | 1 | -3

31. CC(C)Oc1cccc(OCCN2C(=O)c3ccccc3C2=O)c1
32. CCc1ccccc1NS(=O)(=O)c1cc2c3c(c1)CCN3C(=O)CC2
33. COc1ccc(C(=O)N/C(=C\c2ccccc2)C(=O)N2CCOCC2)cc1
34. CC(OC(=O)c1ccccc1C(=O)O)c1ccccc1 (centres undefined)
35. O=C(CCCOC(=O)c1ccc(O)cc1O)c1ccc(F)cc1

screen / no. | 31 | 32 | 33 | 34 | 35
PKA-R1A act | -1 | -4 | 5 | 3 | -3
OPRM1-OPRD1 ag | 3.8 | -3.9 | -0.3 | -3.4 | 1.7
Mot1-301 SUMO | -3 | . | -4 | . | -7
HTR5A inv ctr | -32 | -11 | 5 | 7 | -5
PfHsp90 set2 | . | -21 | -37 | -8 | -8
E coli growth | 0.7 | . | 1.8 | . | 2.3
Pemphigus Ab inh | 117 | 104 | 113 | 89 | 97
phage Ecoli inh | 0.0 | -0.6 | 2.0 | 0.9 | -0.1
OPRM1-OPRD1 inv | -19 | 19 | 2 | 18 | -11
AddAB inh | 0.7 | . | 1.4 | . | 0.5
HTR5A ag ctr | -3 | -2 | -2 | -2 | -5

36. O=C(CSc1nnc(Cc2cc(=O)[nH]c(=O)[nH]2)n1-c1ccccc1)N1CCCCC1
37. CCc1nnc(NC(=O)CSc2nnc(C3CCCCC3)n2-c2ccccc2)s1
38. Cc1ccccc1N1CCN(C2CCCN(C(=O)CCn3cnnn3)C2)CC1 (centres undefined)
39. CCOC(=O)[C@@H]1[C@H]2COc3ccc(Br)cc3[C@@H]2N2C(=O)N(c3ccccc3)C(=O)[C@@]12C
40. C/C(CC(=O)NC(C)c1ccccc1)=N\NC(N)=S (centres undefined)

screen / no. | 36 | 37 | 38 | 39 | 40
PKA-R1A act | -9 | 8 | 6 | 7 | -6
OPRM1-OPRD1 ag | -2.1 | 0.9 | 0.0 | -1.8 | -1.2
Mot1-301 SUMO | -11 | -1 | -7 | 1 | 317*
HTR5A inv ctr | 5 | 11 | 4 | -20 | 0
PfHsp90 set2 | 9 | 11 | -4 | 4 | 8
E coli growth | 0.9 | 0.1 | 0.2 | -1.9 | -0.2
Pemphigus Ab inh | 105 | 105 | 105 | 95 | 99
phage Ecoli inh | 1.8 | 3.9 | 0.2 | 1.7 | 0.0
OPRM1-OPRD1 inv | 11 | -5 | 0 | 10 | 6
AddAB inh | 2.4 | 3.8 | 0.7 | 1.8 | -0.8
HTR5A ag ctr | -2 | 0 | 1 | 0 | 0
